# NOD1 NF-kB reporter: NOD1 signaling inhibitors, primary screen, cell-based, luminescence, uHTS (AID 1578); NOD1-driven NF-kB luciferase reporter cells, luminescence; higher % means a stronger effect; one-dose inhibition, % at 4 µM; EC50 in µM for titrated hits; 290,000 compounds, 1% hits; in the data active = inhibition mostly above about 36%, no sharp cut-off; inactive = mostly below about 34%;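 note: HEK-293T reporter cells stimulated with the NOD1 agonist gamma-tri-DAP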
# KOR beta-arrestin-1: kappa opioid receptor activators – cell-based, luminescence, uHTS, primary screen (AID 1777). activation, % at 10 µM, or EC50 in µM where a hit was titrated. 280,000 compounds, 0.02% hits. KOR beta-arrestin recruitment, luminescence; higher % means a stronger effect; in the data active = activation above about 50%, passing the limit was not always enough; note: a part of the inactive calls stands beside numbers as strong as those of hits
# GPR55 beta-arrestin: GPR55 agonists via beta-arrestin recruitment, primary screen, imaging, U2OS cells, beta-arrestin-GFP redistribution (AID 1961); activation, % at 10 µM; hits with a dose series show EC50 in µM; 290,000 compounds, 0.048% hits; U2OS GPR55 beta-arrestin-GFP redistribution imaging; higher % means a stronger effect;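 active = activation above 40% with more than 50 cells counted in the well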;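 note: U2OS osteosarcoma cells stably expressing GPR55 and beta-arrestin-GFP; plate controls were DMSO negative control for no effect and LPI positive control for full effect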
# NTR1 ag: agonists of NTR1, primary screen, imaging, U2OS cells, beta-arrestin-GFP, high content (AID 493036); NTR1-U2OS beta-arrestin-GFP spot imaging, agonist mode; 330,000 compounds, 0.17% hits; P30989; activation, % at 20 µM;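 active = activation at or above 40% of the spot to cytoplasm intensity ratio, with at least 20 cells analyzed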;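 note: 0% = DMSO without peptide and 100% = 100 nM NTR1 peptide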
# Target sequence (P30989 whole entry, looked up): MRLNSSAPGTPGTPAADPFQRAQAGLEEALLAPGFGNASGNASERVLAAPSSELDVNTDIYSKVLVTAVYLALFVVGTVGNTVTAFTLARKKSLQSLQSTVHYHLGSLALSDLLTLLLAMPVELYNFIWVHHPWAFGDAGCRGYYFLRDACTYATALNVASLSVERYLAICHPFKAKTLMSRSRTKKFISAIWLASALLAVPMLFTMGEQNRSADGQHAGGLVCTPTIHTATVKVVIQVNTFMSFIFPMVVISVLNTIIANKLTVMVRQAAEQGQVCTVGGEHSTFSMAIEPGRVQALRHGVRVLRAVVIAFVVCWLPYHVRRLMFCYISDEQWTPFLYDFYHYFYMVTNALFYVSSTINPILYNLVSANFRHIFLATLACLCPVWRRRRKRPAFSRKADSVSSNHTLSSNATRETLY
# HEK293 NOD2/NF-kB: NOD2 signaling inhibitors, cell-based, luminescence, uHTS, HEK293 (AID 1566) | HEK293 NOD2/NF-kB luciferase reporter, luminescence; higher % means a stronger effect | inhibition, % at 4 µM, or EC50 in µM where a hit was titrated | 290,000 compounds, 0.63% hits; note: many of its hits are not listed in these tables
# Yfh1-off respiration: mitochondrial function rescue without frataxin homolog – Friedreich's ataxia, plus single-dose screen, dose response (AID 1465); S. cerevisiae Yfh1-off respiration, WST-1 reduction, 72 h; higher fold induction means a stronger effect; fold induction at 50 µM, or EC50 in µM where a hit was titrated; 220,000 compounds, 0.074% hits;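 active = fold induction of absorbance versus untreated yeast above a set limit, then at least 30% activation at any dose in follow-up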;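 note: activators that raise dye reduction in frataxin-depleted yeast; strong numbers were not always called active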
# TNAP activators: stimulation of alkaline phosphatase TNAP activity – biochemical, luminescent, no phosphate acceptor, uHTS, primary screen (AID 1001). purified TNAP, luminescent activation assay, no phosphate acceptor; higher activation fold means a stronger effect. activation fold at 20 µM, or EC50 in µM where a hit was titrated. 200,000 compounds, 0.03% hits; in the data active = activation fold from about 3, or a potency from the dose series; inactive = the rest, 99 in 100 with activation fold below about 1.6; note: many of its hits are not listed in these tables
# KOR beta-arrestin-2: kappa opioid receptor blockers – cell-based, luminescence, uHTS (AID 1778); KOR beta-arrestin recruitment, luminescence, antagonist mode; higher % means a stronger effect; one-dose inhibition, % at 10 µM; IC50 in µM for titrated hits; 290,000 compounds, 0.091% hits; note: strong numbers were not always called active
# ER stress rescue: rescue of cells from ER stress-induced death, primary screen, 384-well, CSM14.1, thapsigargin, ATP luminescence (AID 1222) | CSM14.1 thapsigargin-induced death rescue, ATP luminescence; higher % means a stronger effect | cellular ATP content (survival), % at 20 µM, or EC50 in µM where a hit was titrated | 190,000 tested, under 10 active;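 active = EC50 below 50 µM in the dose-response confirmation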;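 note: death triggered by thapsigargin at about 15 µM added after 2 h compound pretreatment; cell ATP read after overnight thapsigargin exposure of roughly 18 to 22 hours; normalized against plate controls of thapsigargin alone and 5% DMSO vehicle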
# NTR1 ag cell count 20 µM: also measured in NTR1 ag; calls as there; cell count; measured here: cell count, cytotoxicity flag
# * = called active by the depositor; i = inactive; . = not tested or not shown; [ ] = dose if it differs, or a comment. Cut-off read from the data, not from the text of the source, unless noted: active = inhibition above about 50%; inactive = the rest. This is a subset; count on the stated rates, not on these rows.
# Start of the listing, in advance:
SMILES,NOD1 NF-kB reporter,KOR beta-arrestin-1,GPR55 beta-arrestin,NTR1 ag,NTR1 ag cell count 20 µM,HEK293 NOD2/NF-kB,Yfh1-off respiration,TNAP activators,KOR beta-arrestin-2,ER stress rescue
CC(C)c1ccc(N(C(=O)c2ccco2)C(C(=O)NC2CCCC2)c2cccnc2)cc1 (configuration not stated),-26%,-1.4%,0.3%,2.0,44,10%,.,.,-22%,.
COC(=O)c1ccc(Sc2ccc(C)cc2)c(N)c1,-20%,-6.1%,0.0%,5.6,55,-6%,i,1.1,9%,-1.7%
Cc1ccc2nc(-c3cccc(Br)c3)cc(C(=O)NC3=NCCS3)c2c1,-6%,0.8%,0.2%,11,66,-16%,i,1,-60%[20 µM],-1.1%
Cn1c(CNC(=O)CNS(=O)(=O)c2ccc(Cl)cc2)cc(=O)n(C)c1=O,-8%,-2.7%,-0.1%,0.0,66,9%,.,.,-10%,.
O=C(Nc1nnc(SCCN2CCOCC2)s1)C1CC(=O)N(c2ccccc2)C1 (configuration not stated),-32%,-0.4%,-0.1%,1.0,68,-12%,.,.,1%,.
Cc1ccnc(NS(=O)(=O)c2ccc(NC(=O)/C=C/c3ccccc3)cc2)n1,-4%,1.5%,-0.1%,1.4,55,13%,i,.,-1%,.

# The list itself, previewed entries included:
SMILES,NOD1 NF-kB reporter,KOR beta-arrestin-1,GPR55 beta-arrestin,NTR1 ag,NTR1 ag cell count 20 µM,HEK293 NOD2/NF-kB,Yfh1-off respiration,TNAP activators,KOR beta-arrestin-2,ER stress rescue
CC(C)c1ccc(N(C(=O)c2ccco2)C(C(=O)NC2CCCC2)c2cccnc2)cc1 (configuration not stated),-26%,-1.4%,0.3%,2.0,44,10%,.,.,-22%,.
COC(=O)c1ccc(Sc2ccc(C)cc2)c(N)c1,-20%,-6.1%,0.0%,5.6,55,-6%,i,1.1,9%,-1.7%
Cc1ccc2nc(-c3cccc(Br)c3)cc(C(=O)NC3=NCCS3)c2c1,-6%,0.8%,0.2%,11,66,-16%,i,1,-60%[20 µM],-1.1%
Cn1c(CNC(=O)CNS(=O)(=O)c2ccc(Cl)cc2)cc(=O)n(C)c1=O,-8%,-2.7%,-0.1%,0.0,66,9%,.,.,-10%,.
O=C(Nc1nnc(SCCN2CCOCC2)s1)C1CC(=O)N(c2ccccc2)C1 (configuration not stated),-32%,-0.4%,-0.1%,1.0,68,-12%,.,.,1%,.
Cc1ccnc(NS(=O)(=O)c2ccc(NC(=O)/C=C/c3ccccc3)cc2)n1,-4%,1.5%,-0.1%,1.4,55,13%,i,.,-1%,.
Cc1nn(C(C)(C)C)c(N)c1-c1ccccc1,-10%,2.6%,0.5%,-1.9,46,20%,i,1.1,-28%,4.8%
O=C(NC1CCCCC1)C1CCN(C(=O)c2ccc(Cl)cc2)CC1,-18%,-4.1%,-0.4%,-0.4,50,18%,.,.,-3%,.
Cc1ccc(SC2CC(=O)N(c3ccc4c(c3)OCCO4)C2=O)cc1 (configuration not stated),-18%,-6.5%,-0.2%,0.2,53,0%,i,1.1,-22%,0.8%
Cc1ccc2nc(N(CCCN(C)C)C(=O)c3ccc4c(c3)CCCC4)sc2c1,13%,-4.6%,-0.1%,16,65,-10%,i,1,7%,4.2%
O=C(NCc1ccccc1)C(=O)NCC1OCCN1C(=O)c1ccc(Cl)cc1 (configuration not stated),-36%,2.6%,0.0%,-1.3,56,4%,i,1.1,-24%,.
COc1ccc(CCNC(=O)CSc2nc(N)cc(=O)[nH]2)cc1OC,-15%,1.7%,0.2%,-0.2,44,16%,i,1.1,9%,-1.7%
CCn1c(CNC(=O)c2ccccc2F)nnc1SCC(=O)NC1CCCCC1,-15%,.,-0.1%,-1.4,74,-16%,i,1.1,-14%[20 µM],-1.6%
CC(C)(C)n1nnnc1C(c1cccc(C#N)c1)N1CCC(Cc2ccccc2)CC1 (configuration not stated),-40%,-0.3%,-0.1%,1.4,55,-7%,i,1,14%,.
CC1(CC(=O)N/N=C/c2ccc(-c3cccc(C(F)(F)F)c3)o2)OCCO1,-14%,1.0%,-0.2%,2.3,53,10%,i,1,.,-5.9%
CCOc1cc(C2C(C#N)=C(N)Oc3n[nH]c(C)c32)ccc1OCCN1CCOCC1 (configuration not stated),23%,0.2%,-0.1%,2.0,72,12%,i,1,-61%,-1.6%
Cc1cc(NC(=O)CSc2nnc(-c3c[nH]c4ccccc34)n2-c2ccc(Cl)cc2)no1,-42%,-2.9%,0.5%,1.9,81,-1%,i,1.1,12%,-1.8%
CCN(CC)c1ncnc2sc(C(=O)N3CCN(c4ccccc4)CC3)c(C)c12,-18%,-12%,-0.1%,1.0,53,6%,i,1.1,8%,.
CCC(=O)Nc1ccc(C(=O)c2ccccc2)cc1,-24%,5.3%,0.3%,1.1,30,-11%,i,1.1,-4%,-1.0%
CCC(C(=O)Nc1ccc([N+](=O)[O-])cn1)c1ccccc1 (configuration not stated),-2%,-0.8%,0.4%,0.1,58,16%,.,.,-20%[20 µM],.
Cc1cc(C)nc(NN=C2CCCC2)n1,-23%,-4.1%,0.0%,2.5,50,3%,i,1,-3%,-0.4%
COc1cc2c(cc1OC)C(C(=O)NCc1ccco1)C1c3ccccc3CCN1C2=O (configuration not stated),-9%,1.2%,0.7%,1.4,70,6%,i,1,3%,-0.6%
CCN(CC)c1ccc(NC(=O)C2CC(=O)N(Cc3ccccc3)C2)cc1 (configuration not stated),-10%,4.8%,-0.2%,3.1,61,14%,i,1.1,-39%,-0.9%
CCC(=O)/C(=C(/O)c1ccccc1)c1nc2ccccc2[nH]1,-42%,-8.9%,1.1%,1.9,27,-11%,i,1.3,1%,0.0%
COc1cc(/C=C(/NC(=O)c2ccccc2)C(=O)N2CCOCC2)c([N+](=O)[O-])cc1OC,-4%,1.6%,0.3%,-0.2,65,1%,.,.,39%,.
O=C1NC2(CCc3ccccc3C2)C(=O)N1CCOc1cccc(Cl)c1 (configuration not stated),-18%,0.9%,0.1%,4.8,66,2%,i,1.1,11%,0.9%
COCc1cc(=O)[nH]c(/N=C(\N)Nc2cccc(C)c2)n1,3%,-4.1%,-0.2%,2.4,87,9%,i,1.1,6%,-1.0%
COc1ccccc1-n1cnnc1SC(C)C(=O)Nc1ccc(NC(C)=O)cc1 (configuration not stated),-16%,-5.3%,0.0%,2.9,30,6%,i,1.1,13%,-0.3%
CCN(CC(=O)NCc1ccc(Cl)cc1)C(=O)CSCC(=O)Nc1cccc(C)c1,1%,0.5%,0.3%,0.1,65,6%,.,.,-14%,.
CN1CCN(CCOC2Cc3ccccc3Sc3ccc(Cl)cc32)CC1 (configuration not stated),-17%,2.6%,0.1%,1.3,50,1%,i,1,-40%,-2.1%
COc1ccc(C2=NCCn3cccc32)c(OC)c1,-27%,-0.7%,0.1%,0.7,86,11%,i,1.1,-10%,-1.2%
Cc1ccc(O)c(CP(=O)(c2ccccc2)c2ccccc2)c1,15%,-2.9%,-0.4%,1.8,45,-14%,i,1.1,-12%,-1.3%
O=C(COC(=O)c1n[nH]c2ccccc12)NC(=O)NC1CCCC1,2%,-3.9%,-0.1%,1.5,45,7%,i,0.7,-24%,4.4%
Cc1ccccc1N1CCN(S(=O)(=O)c2ccc3ccccc3c2)CC1,22%,8.2%,0.3%,1.7,55,12%,.,.,-12%,.
O=C(NCc1ccco1)/C(=C\c1ccco1)NC(=O)c1ccc(Br)o1,16%,-2.5%,0.0%,-0.1,68,17%,i,1.1,-9%,-0.4%
C=CCNc1ncnc2c1[nH]c1ccc(C)cc12,2%,0.5%,-0.1%,-0.4,52,-56%,i,1.1,14%,.
O=C(C1CCCN(C2CC(=O)N(c3ccc(Cl)cc3)C2=O)C1)N1CCCC1 (configuration not stated),-23%,-1.1%,-0.1%,-0.9,59,-5%,.,.,-7%,.
Cc1cccc2sc(NC(=O)Cn3cccc3)nc12,-21%,0.5%,-0.1%,-1.6,105,2%,i,1.1,-9%,.
O=[N+]([O-])c1cccc(/C(=N/N=C/c2ccccc2Br)C23CN4CN(CN(C4)C2)C3)c1,8%,-1.4%,-0.1%,0.4,102,14%,i,1.1,12%,-1.9%
Nc1nnc(CC(=O)N/N=C/c2ccccc2OCc2ccc(F)cc2)s1,-6%,4.4%,0.2%,-0.6,47,17%,i,.,-31%,.
C#Cc1ccc(CN2CCC(Oc3cc(C(=O)NC4CC4)ccc3OC)CC2)cc1,2%,-3.5%,0.2%,0.0,59,0%,.,.,28%,.
COc1ccccc1NC(=O)CN(Cc1ccco1)C(=O)c1cncc(Br)c1,-10%,-3.4%,-0.1%,1.2,56,6%,i,.,11%,.
COc1ccc(C(=O)O)cc1S(=O)(=O)Nc1ccc(C)cc1,0%,7.6%,0.2%,0.8,39,11%,i,1,14%,0.8%
COc1ccc(CN(C)C(=O)Cn2ccsc2=N)cc1OC,-9%,1.9%,-0.1%,0.5,77,-20%,.,.,1%,.
CN1CCN(NC(=O)c2cc(Br)ccc2Cl)CC1,-5%,-1.0%,0.1%,-0.5,92,14%,i,1.1,-13%,0.9%
O=C(NCc1cccnc1)c1ccc(NC(=O)c2ccco2)cc1,-13%,-3.9%,-0.2%,-1.0,88,-3%,i,1.1,22%,-2.2%
CCS(=O)(=O)N1CCN(c2ccnc3cc(Cl)ccc23)CC1,3%,3.3%,-0.4%,0.6,54,13%,i,.,0%,.
O=C(NCC(c1ccco1)N1CCCCC1)c1cccc(S(=O)(=O)Nc2ccccc2Cl)c1 (configuration not stated),-14%,1.8%,-0.1%,-0.3,70,17%,.,.,-8%,.
O=C(O)c1cc(=O)n(Cc2ccccc2)c(=O)[nH]1,-12%,27%,-0.1%,.,.,6%,.,.,-22%,.
O=C1CN(C(=O)/C=C/c2cccc(Cl)c2)c2ccccc2N1,-33%,-4.2%,-0.4%,2.9,37,-18%,i,1.2,-5%,-1.7%
COCCn1c(C)cc(/C=C2/NC(=O)N(c3ccc(Cl)cc3)C2=O)c1C,-50%,-1.1%,-0.5%,5.4,61,5%,i,1,5%,-0.9%
CC(C)CCn1c(Oc2ccc(Cl)cc2)nc2c1c(=O)n(C)c(=O)n2C,6%,-0.7%,0.0%,11,35,14%,i,1.1,-50%,-3.4%
COC(=O)c1ccccc1NC(=O)N1CSC[C@H]1C(=O)OC,-16%,-5.5%,0.2%,-1.4,44,1%,i,1.1,-33%,.
O=C(NCC1CCCO1)C1CC1(c1ccccc1)c1ccccc1 (configuration not stated),-11%,-5.2%,0.1%,-2.6,57,10%,i,1.1,2%,-1.2%
CC(=O)Nc1cccc2c1C(=O)N(c1ccccc1C)C2=O,-27%,0.1%,0.1%,-1.5,39,-4%,i,0.9,-1%,-1.9%

# Source: PubChem
